Assay outcomes: PubChem, several laboratories
Calpain2 inh = blocks pig calpain II enzyme activity; purified calpain II, fluorogenic peptide substrate, 30 min; actives 0.37% (n = 220,000); inhibition, % at 16 µM;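 active = inhibition above about 50%, limit read from the data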
Tb hexokinase = T. brucei hexokinase 1 inhibition; recombinant TbHK1, G6PDH-coupled NADH A340; actives 0.11% (n = 220,000); inhibition, % at 10 µM;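 active = inhibition of 50% or more in the single-dose primary screen; inactive = inhibition below 50%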
thrombin 1536 = thrombin (human) inhibition. P00734. alpha-thrombin, Boc-VPR-AMC fluorogenic substrate cleavage. inhibition, % at 5 µM. actives 0.26% (n = 220,000). AID 1046;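 active = inhibition at or above 40%; inactive = inhibition below 40%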;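 note: 0% = enzyme with no compound and 100% = wells without enzyme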
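Test system: human alpha-thrombin; medium: pH 7.5 Tris-saline with Tween 20; times: reaction at room temperature; signal: AMC fluorescence at 355 nm excitation and 460 nm emission; also added: Boc-VPR-AMC substrate, 15 µM final; dosing: one concentration per compound, 5 µM, with 0.2% DMSO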
Furin inhibitor = blocks human furin protease activity; AID 463115; inhibition, % at 30 µM; purified furin, fluorogenic substrate cleavage; actives 0.061% (n = 220,000); P09958; in the data active = inhibition above about 25%; note: inactives centre near -15
Target sequence (P09958 108-714 limits assumed): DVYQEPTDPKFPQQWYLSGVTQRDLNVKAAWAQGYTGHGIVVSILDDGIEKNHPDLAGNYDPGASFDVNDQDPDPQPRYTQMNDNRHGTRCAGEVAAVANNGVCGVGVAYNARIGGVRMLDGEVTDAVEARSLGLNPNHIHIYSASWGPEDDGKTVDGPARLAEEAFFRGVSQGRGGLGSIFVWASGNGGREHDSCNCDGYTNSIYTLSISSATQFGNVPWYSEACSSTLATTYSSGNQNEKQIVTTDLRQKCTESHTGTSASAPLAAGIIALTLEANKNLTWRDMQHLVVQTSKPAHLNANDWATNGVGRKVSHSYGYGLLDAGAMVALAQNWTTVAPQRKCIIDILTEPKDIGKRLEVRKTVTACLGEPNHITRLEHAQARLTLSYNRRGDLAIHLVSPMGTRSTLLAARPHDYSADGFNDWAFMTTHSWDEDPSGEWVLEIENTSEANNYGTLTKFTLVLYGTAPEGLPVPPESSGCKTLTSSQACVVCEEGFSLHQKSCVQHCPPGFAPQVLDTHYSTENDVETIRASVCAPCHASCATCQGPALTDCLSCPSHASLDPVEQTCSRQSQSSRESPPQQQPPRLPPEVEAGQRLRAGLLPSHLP
PPC-1+TRAIL kill = compounds killing PPC-1 cancer cells with TRAIL present (potentiator screen, no TRAIL-free arm); PPC-1 cells + TRAIL, ATPLite viability luminescence; cell killing (% activity), % at 4 µM; actives 0.41% (n = 220,000); AID 1443;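 active = cell killing above 50% in the first pass at 4 µM, then a duplicate retest at 5 µM averaging 50% or more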;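 note: plate controls were cells with TRAIL plus DMSO for no effect and medium-only wells lacking cells for full effect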
zfTRPN1 agonist = activates the zebrafish TRPN1 channel | HEK293 zebrafish TRPN1-YFP, Fluo-8 calcium fluorescence; 100% = response to 87 µM carbachol | AID 1424 | actives 0.18% (n = 220,000) | activation, % at 3 µM;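 active = activation above its plate's cutoff, the mean activation of test wells on that plate plus 3 SD, cut at about 19% in these data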;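 note: 0% = DMSO alone and 100% = 87 µM carbachol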
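Material – zebrafish TRPN1-YFP in HEK293 cells · Doses – 3 µM single point · Schedule – dye 1 h 37 °C plus 30 min RT · Signal – Fluo-8 calcium fluorescence, excitation 470-495 nm, emission 515-575 nm · Read-out – % activation versus carbachol response · Control set – carbachol high, DMSO low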
TRPML3 agonist = activates the human TRPML3 channel | Q8TDD5 | HEK293 TRPML3-YFP, Fluo-8 calcium fluorescence; 100% = the carbachol control signal | activation, % at 3 µM | actives 0.29% (n = 220,000);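 active = activation above its plate's cutoff, the mean activation of the plate's test wells plus 3 SD, cut at about 12% in these data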;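 note: 0% = DMSO only wells and 100% = carbachol wells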
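Test system – HEK293 line with stable expression of human TRPML3-YFP channel · Control set – carbachol 87 µM final as high control (100%), DMSO as low control (0%) · Signal – Fluo-8 calcium dye fluorescence, ex 470-495, em 515-575 nm · Incubation – 1-h 37 °C dye load, 5-s basal, 120-s post-compound reads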
Cl transport mod = modulates chloride dependent transport by human KCC2; Q9H2X9; KCC2 cells, thallium flux FluoZin-2 fluorescence; B-score of Tl+ flux slope (higher = more flux/activation; lower = inhibition) at 10 µM; actives 2.2% (n = 190,000); AID 1456;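 active = thallium flux slope and its plate-corrected score both differing from the plate sample mean at a set confidence after two filtering rounds, in either direction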;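 note: slope of fluorescence scaled to starting intensity during 10 to 20 s after thallium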
EBV gp42 inh = inhibitors of Epstein-Barr virus glycoprotein 42. actives 0.42% (n = 220,000). inhibition, % (tested at 21.74 µM). Fluorescence polarization binding assay, mP read-out. AID 1085. Q1HVG2; in the data active = inhibition above about 50%
Target sequence (Q1HVG2 whole entry, looked up): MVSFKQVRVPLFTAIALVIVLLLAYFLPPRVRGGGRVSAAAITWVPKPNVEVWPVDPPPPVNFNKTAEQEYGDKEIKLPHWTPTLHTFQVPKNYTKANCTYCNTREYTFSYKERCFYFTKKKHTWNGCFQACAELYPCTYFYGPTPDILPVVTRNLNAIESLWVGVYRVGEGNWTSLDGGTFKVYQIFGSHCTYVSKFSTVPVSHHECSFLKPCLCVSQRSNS
Active calls of the source: *; . = no result given; [ ] = remark or other dose.

smiles	EBV gp42 inh	TRPML3 agonist	Furin inhibitor	Calpain2 inh	zfTRPN1 agonist	Tb hexokinase	PPC-1+TRAIL kill	Cl transport mod	thrombin 1536
Cc1ccc(SCc2cc(=O)[nH]c(N3CCOCC3)n2)cc1	-17	1.0	-18	-12	0.7	-6	0	.	2
COc1cc2cc(C)c(SCC(=O)N3CCN(C(=O)c4ccco4)CC3)nc2cc1OC	-13	-0.1	-15	-10	2.0	-32	15	.	3
CCOC(=O)CNC(=O)CSc1nc2cccnc2n1C	-21	0.6	-11	8	1.1	1	-9	0.097	1
CCCc1nc2ccc(NC(=O)c3cccs3)cc2c(=O)n1Cc1ccccc1Cl	1	1.0	-22	-47	-1.2	16	1	-0.12	3
O=C(COC(=O)c1ccc2c(c1)S(=O)(=O)N=C1CCCCCN12)NCc1cccs1	-9	0.5	-1	15	0.2	2	17	-2.3	-9
COc1ccc(C)cc1NC(=S)NNC(=O)c1ccccc1Cl	-16	0.8	-14[20 µM]	-11	-0.3	6	-11	.	-3
O=C(/C=C/c1ccc(Cl)cc1Cl)NCCSCc1ccccc1	-11	0.2	-20	20	-1.2	-2	0	-3.8	0
Cc1ccc(C(=O)/C=C/Nc2ccccc2C(N)=O)cc1	-11	-1.1	-17[20 µM]	-12	-1.9	-13	93*[5 µM]	-3.3*	3
O=C(Oc1cccc(-n2cnnn2)c1)c1ccco1	-5	0.3	-14[20 µM]	-11	0.8	-1	24	0.11	32
CC1(C(=O)NNC(=O)c2ccc(=O)oc2)CC1Br (stereo not drawn)	33	0.8	-17	-66	-0.4	0	3	-0.11	-2
COc1ccc(/C=N/NC(=S)NCC2CCCO2)cc1 (stereo not drawn)	-7	-0.2	-17	-2	0.9	-46	14	0.62	-1
Nc1cnc(Nc2ccc(Br)cc2)nc1N	-7	5.4	-5	-5	1.6	-16	2	-1	-1
O=C(CCNS(=O)(=O)c1ccc(Br)s1)N1CCN(c2ccccc2)CC1	-11	3.3	-25	4	-0.7	0	16	.	-2
C/C=C/c1ccc(OCCCCN2CC(C)CC(C)C2)c(OC)c1 (stereo not drawn)	13	0.9	-27	-6	0.0	1	21	0.32	4
CC(C)CNC(=O)c1ccccc1NC(=O)CN(c1ccc2c(c1)OCCO2)S(C)(=O)=O	8	0.3	-11[20 µM]	-47	-0.8	2	12	0.38	1
O=C(NC1CCN(Cc2ccccc2)CC1)c1c(F)cccc1F	-1	2.5	-12	2	4.0	-4	34	-1.1	-8
COc1ccc(NC(=O)C2=C(C)NC(=S)NC2c2ccc(O)c(OC)c2)cc1 (stereo not drawn)	14	0.7	-17	-2	0.8	0	11	-0.31	-4
O=C(Cn1ncc2c1-c1ccccc1OC2)Nc1cccc(Cl)c1	1	1.7	3	-7	4.1	3	12	-0.62	1
CCOc1ccc2nc3c(cc2c1)CN(CCCO)C(=NCCOC)S3	-16	-0.9	0	10	2.3	30	-5	0.21	3
CC(=O)c1ccc(NC(=O)CC23CC4CC(C2)CC(n2nnc(C)n2)(C4)C3)cc1	-3	0.6	-3	19	2.5	9	8	0.85	5
C=CCN1C(c2ccccc2)=CS/C1=C(/C#N)c1nnc(N2CCOCC2)n1-c1ccccc1	-14	0.6	-3	2	-0.9	9	24	-1.3	-10
CCC1CCCCN1C(=O)c1sc2ncnc(N(CC)CC)c2c1C (stereo not drawn)	5	1.9	-11	-14	4.2	-8	7	-0.7	-9
COc1ccc(/C=N/OCC(=O)N=Nc2c(O)[nH]c3ccc(Br)cc23)cc1	9	1.6	-14	-102	0.8	-3	.	0.34	5
Cc1nc2ncnn2c(C)c1Cc1cccc(C(F)(F)F)c1	-6	0.2	-11	13	-1.0	8	-9	-0.6	-10
COc1ccccc1C(=O)NC(C)C(c1cccs1)N1CCOCC1 (stereo not drawn)	-12	1.2	31*[20 µM]	34	0.4	4	7	0.15	11
CCSC(=O)NC12CC3CC(CC(C3)C1)C2	4	0.2	-5[20 µM]	22	0.7	-7	37	0.013	-5
O=C(NCc1ccco1)C(=O)N1CCCC1	-16	0.7	-25	-37	-0.1	2	0	-1	-2
Cc1ccc2c(C)c(C(=O)Nc3c(C)n(C)n(-c4ccccc4)c3=O)oc2c1	1	-0.2	-15	-24	-1.8	-9	-8	-0.37	5
O=C(NCCc1ccccc1)C1CCN(S(=O)(=O)c2cccs2)CC1	-19	0.0	-8	-17	-0.6	1	4	-2.1	-5
O=C(NCc1n[nH]c(=S)n1-c1ccc(Br)cc1)c1ccc(S(=O)(=O)N2CCCC2)cc1	-13	1.1	-16	-9	-0.9	-4	7	-0.22	3
CSc1nc(-c2ccco2)nn1C(=O)Cc1ccccc1	-1	0.7	-13[20 µM]	7	0.6	5	-13	.	-2
CC(=O)Nc1ccc(NC(=O)COC(=O)c2n[nH]c3ccccc23)cc1	-7	0.9	-6	19	1.2	4	-7	.	4
CCOc1ccc(C2CC(c3ccc(OC)c(OC)c3)n3nc(N)nc3N2)cc1 (stereo not drawn)	-6	0.9	-19	-26	0.5	0	23	0.094	-7
CC(=O)c1c[nH]c2ccc(C)cc2c1=O	-2	2.1	-25[20 µM]	-27	1.8	-20	-12	0.081	-7
CCOC(=O)c1nc(Nc2ccc(Nc3ccccc3)cc2)c2ccccc2n1	6	0.1	-26	-42	0.7	-16	.	-1.6	3
OCCC1CN(C2CSCCSC2)CCN1Cc1ccccc1 (stereo not drawn)	-11	-0.1	-8	16	1.8	9	4	.	-1
CC(C)c1ccc(/C=N/NC(=O)c2nnn(-c3nonc3N)c2CSC2=NCCS2)cc1	1	1.3	-27	-12	-1.1	19	-23	-0.54	-9
CCOc1ccccc1NC(=O)Nc1ccc(Br)cn1	-17	0.4	-26	-22	1.5	-7	24	0.27	0
Cc1cccc(C)c1NC(=O)CNc1ccccc1	-21	0.5	-3[20 µM]	25	0.4	0	1	.	0
COc1ccc2[nH]c(=O)c(C(c3nnnn3C3CCCC3)N3CCN(Cc4ccc5c(c4)OCO5)CC3)cc2c1 (stereo not drawn)	7	-0.1	-30[20 µM]	-98	-1.5	-37	18	.	6
CC1(C)N([O-])C2=C(c3ccccc3C2=O)[N+](=O)C1(C)C	-16	0.9	-13[20 µM]	-20	1.3	-38	37	.	4
COC(=O)[C@@]1(Cc2ccc(OC)cc2)[C@H]2c3cc(C(=O)N4CCCC4)n(CCc4c[nH]c5ccc(O)cc45)c3C[C@H]2CN1C(=O)c1ccccc1	6	0.7	-11	-78	-0.7	-9	10	0.89	1
CCOC(=O)c1cccc(COC(=O)c2cccc(-c3nnc(-c4ccccc4)o3)c2)c1	2	0.2	-19	-9	0.0	-7	11	0.2	-6
CCOc1ccccc1NC(=O)CN(C)S(=O)(=O)c1ccc(OC)c(C)c1	-17	-1.4	-2[20 µM]	-10	-1.9	6	13	0.47	-3
CCNC(=S)N1C2CCC1CC(NC(=O)Nc1ccc(C(=O)OCC)cc1)C2 (stereo not drawn)	-9	1.2	-34	-14	0.6	2	-14	0.94	-3
COCCCNC(=S)N1CCN(c2nc3ccccc3s2)CC1	-17	2.2	-22	-7	2.9	-2	-17	-3.3	1
CCOC(=O)/C(C(N)=NC(C)C)=C(\O)c1ccccc1	-8	0.7	-12[20 µM]	13	0.9	-2	-7	-0.83	2
COc1ccccc1N1CCN(C(=O)Cc2c(C(=O)O)[nH]c3ccc(Cl)cc23)CC1	-6	-1.0	-31	0	-0.2	1	-9	0.058	-1
CCOC(=O)c1cccc2c1-c1ccccc1/C2=N/O	7	-0.8	-15	40	-1.8	7	8	-0.11	2
CCOc1ccc(C(=O)N(c2ccccn2)C2CCCCC2)cc1	-6	1.6	-19	20	0.2	1	5	-0.72	-3
COc1cc(C2N3CC4(C)CN2CC(C)(C3)C4)ccc1O (stereo not drawn)	-26	1.2	-15[20 µM]	25	-1.2	-41	8	.	-1

Compounds listed so far containing two or more sulfur atoms:
smiles	EBV gp42 inh	TRPML3 agonist	Furin inhibitor	Calpain2 inh	zfTRPN1 agonist	Tb hexokinase	PPC-1+TRAIL kill	Cl transport mod	thrombin 1536
O=C(COC(=O)c1ccc2c(c1)S(=O)(=O)N=C1CCCCCN12)NCc1cccs1	-9	0.5	-1	15	0.2	2	17	-2.3	-9
O=C(CCNS(=O)(=O)c1ccc(Br)s1)N1CCN(c2ccccc2)CC1	-11	3.3	-25	4	-0.7	0	16	.	-2
O=C(NCCc1ccccc1)C1CCN(S(=O)(=O)c2cccs2)CC1	-19	0.0	-8	-17	-0.6	1	4	-2.1	-5
O=C(NCc1n[nH]c(=S)n1-c1ccc(Br)cc1)c1ccc(S(=O)(=O)N2CCCC2)cc1	-13	1.1	-16	-9	-0.9	-4	7	-0.22	3
OCCC1CN(C2CSCCSC2)CCN1Cc1ccccc1 (stereo not drawn)	-11	-0.1	-8	16	1.8	9	4	.	-1
CC(C)c1ccc(/C=N/NC(=O)c2nnn(-c3nonc3N)c2CSC2=NCCS2)cc1	1	1.3	-27	-12	-1.1	19	-23	-0.54	-9
COCCCNC(=S)N1CCN(c2nc3ccccc3s2)CC1	-17	2.2	-22	-7	2.9	-2	-17	-3.3	1
